Fam108B inh: mouse Fam108B serine hydrolase inhibitors, primary screen, counter-screen for RBBP9 inhibitor project, biochemical, fluorescence polarization. recombinant Fam108B, FP-Rh probe fluorescence polarization. inhibition, % at 9.51 µM. 300,000 tested, 0.33% active. AID 1947, 2009;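 active = inhibition above the screen mean inhibition plus 3 SD, computed separately per campaign, cut at about 18% in these data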;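 note: inhibitors lower polarization as less probe binds the enzyme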
pPAFAH FP inh: pPAFAH enzyme inhibitors, primary screen, biochemical, fluorescence polarization, human | recombinant pPAFAH, FP-rhodamine probe fluorescence polarization | inhibition, % at 3.39 µM | 330,000 tested, 1.5% active | AID 463082, 2010;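 active = inhibition above the mean inhibition across the screen plus 3 SD, cut at about 25% in these data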;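 note: inhibitors block binding of the rhodamine activity-based probe so polarization drops; 0% = enzyme with DMSO and 100% = wells lacking pPAFAH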
Target sequence (Q13093 whole entry, looked up): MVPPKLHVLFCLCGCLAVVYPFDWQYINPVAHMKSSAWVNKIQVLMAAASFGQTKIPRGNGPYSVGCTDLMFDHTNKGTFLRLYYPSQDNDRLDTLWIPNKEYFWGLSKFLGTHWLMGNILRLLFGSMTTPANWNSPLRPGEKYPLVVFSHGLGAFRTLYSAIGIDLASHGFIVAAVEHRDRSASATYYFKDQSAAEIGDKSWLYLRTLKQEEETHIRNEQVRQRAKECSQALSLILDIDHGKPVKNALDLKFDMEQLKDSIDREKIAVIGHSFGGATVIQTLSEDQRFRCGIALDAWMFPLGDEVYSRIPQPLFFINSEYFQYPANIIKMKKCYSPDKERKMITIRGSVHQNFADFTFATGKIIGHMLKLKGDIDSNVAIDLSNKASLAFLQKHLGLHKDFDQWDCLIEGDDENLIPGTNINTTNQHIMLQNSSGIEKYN
PAFAH1B3 inh: PAFAH1B3 enzyme inhibitors, primary screen, biochemical, fluorescence polarization, human; inhibition, % at 3.39 µM; recombinant PAFAH1B3, FP-rhodamine probe; 340,000 tested, 0.28% active;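 active = inhibition above the screen-wide average of all tested compounds plus 3 SD, cut at about 25% in these data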;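 note: 0% = enzyme with DMSO only and 100% = wells lacking PAFAH1B3 protein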
PAD4 inh: human PAD4 inhibitors, primary screen, biochemical, fluorescence polarization, 1536-well format. inhibition, % at 6.36 µM. AID 485272, 2010. 330,000 tested, 0.41% active. recombinant PAD4, RCA probe fluorescence polarization;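 active = percent inhibition above a cutoff equal to the mean of all tested compounds plus 3 SD, cut at about 15% in these data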;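 note: 0% = PAD4 with RCA probe and DMSO and 100% = probe without PAD4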
GSTO1 counter: inhibitors of recombinant GSTO1, primary screen, counter-screen for RBBP9 inhibitor project, biochemical, fluorescence polarization. inhibition, % at 5.96 µM. activity-based probe fluorescence polarization. 300,000 tested, 1.1% active. Glutathione S-transferase omega-1 (Homo sapiens), P78417;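 active = inhibition above the campaign mean inhibition plus 3 SD, cut at about 35% in these data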;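 note: 0% = GSTO1-1 with DMSO and 100% = wells lacking GSTO1-1 enzyme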
PAFAH1B2 FP inh: PAFAH1B2 enzyme inhibitors, primary screen, biochemical, fluorescence polarization, human; Platelet-activating factor acetylhydrolase IB subunit alpha2 (Homo sapiens), P68402; recombinant PAFAH1B2, FP-rhodamine activity probe; inhibition, % at 3.39 µM; 340,000 tested, 1.2% active;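 active = inhibition above the mean of all tested compounds plus 3 SD, cut at about 24% in these data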;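 note: 0% = enzyme with DMSO and 100% = wells lacking PAFAH1B2; many of its hits are not listed in these tables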
Target sequence (P68402 whole entry, looked up): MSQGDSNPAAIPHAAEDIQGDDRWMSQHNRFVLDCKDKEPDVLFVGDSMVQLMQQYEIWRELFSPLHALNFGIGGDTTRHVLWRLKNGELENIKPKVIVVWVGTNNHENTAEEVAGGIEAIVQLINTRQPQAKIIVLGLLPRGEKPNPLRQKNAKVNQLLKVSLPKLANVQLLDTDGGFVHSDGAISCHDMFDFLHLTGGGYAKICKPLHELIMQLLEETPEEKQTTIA
LYPLA1 inh: LYPLA1 inhibitors, primary screen, counter-screen for PME1 inhibitor project, biochemical, fluorescence polarization, FP-Rh probe ABPP; inhibition, % at 5.9 µM; Acyl-protein thioesterase 1 (Homo sapiens), O75608; recombinant LYPLA1; 320,000 tested, 0.16% active;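 active = inhibition above the mean of all tested compounds plus 3 SD, set per campaign, cut at about 14% in these data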;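 note: inhibitors block serine hydrolase probe labeling of LYPLA1 so polarization falls; 0% = enzyme with DMSO and 100% = wells lacking LYPLA1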
PAFAH2 inh: PAFAH2 enzyme inhibitors, primary screen, biochemical, fluorescence polarization, human; 340,000 tested, 0.99% active; AID 492956, 2010; inhibition, % at 3.39 µM; Platelet-activating factor acetylhydrolase 2, cytoplasmic (Homo sapiens), Q99487; recombinant PAFAH2, FP-rhodamine activity probe;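 active = inhibition above the mean over all tested compounds plus 3 SD, cut at about 30% in these data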;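 note: inhibitors block probe labeling of enzyme so polarization drops; 0% = enzyme with DMSO and 100% = wells lacking PAFAH2 protein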
PME-1 primary: PME-1 inhibitors via competitive probe labeling, primary screen, biochemical, fluorescence polarization, FP-Rh probe, HTS | 320,000 tested, 0.53% active | Protein phosphatase methylesterase 1 (Homo sapiens), Q9Y570 | inhibition, % at 5.9 µM | AID 2130, 2009 | recombinant PME-1;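 active = inhibition above the campaign mean of all compounds plus 3 SD, cut at about 26% in these data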;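 note: competitive labeling of PME-1 active site by serine hydrolase directed probe; 0% = PME-1 with DMSO and 100% = wells lacking PME-1 enzyme; inhibitors block probe labeling so polarization falls and inhibition rises; many of its hits are not listed in these tables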
Target sequence (Q9Y570 whole entry, looked up): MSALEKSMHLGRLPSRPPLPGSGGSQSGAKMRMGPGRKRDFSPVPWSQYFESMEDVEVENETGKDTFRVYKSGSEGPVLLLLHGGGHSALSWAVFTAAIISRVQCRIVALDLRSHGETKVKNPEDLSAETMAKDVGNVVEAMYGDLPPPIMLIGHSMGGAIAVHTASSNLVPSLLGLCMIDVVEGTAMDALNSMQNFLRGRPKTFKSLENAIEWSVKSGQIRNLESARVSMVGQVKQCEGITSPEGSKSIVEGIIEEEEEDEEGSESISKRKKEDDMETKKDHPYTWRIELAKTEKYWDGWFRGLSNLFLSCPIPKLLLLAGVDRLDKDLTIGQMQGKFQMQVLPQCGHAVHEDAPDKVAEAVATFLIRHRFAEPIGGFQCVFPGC
* = called active by the depositor. An excerpt, so the mix of outcomes need not match the whole.

Screening COc1ccc(Cl)cc1S(=O)(=O)Nc1ncn[nH]1 returned Fam108B inh 1, pPAFAH FP inh 0, PAFAH1B3 inh 6, PAD4 inh 1, GSTO1 counter 0, PAFAH1B2 FP inh 7, LYPLA1 inh -1, PAFAH2 inh -1 and PME-1 primary -4.
`CNc1nc(C)cc(C)c1S(=O)(=O)c1ccc(Cl)cc1` gave Fam108B inh -3, pPAFAH FP inh 2, PAFAH1B3 inh -2, PAD4 inh -2, GSTO1 counter -12, PAFAH1B2 FP inh 5, LYPLA1 inh -2, PAFAH2 inh 9 and PME-1 primary -3.
CCOc1ccccc1NC(=O)c1ccc2c(c1)C(=O)N(CC1CCCO1)C2=O (stereo not drawn) was read as Fam108B inh 4, pPAFAH FP inh -4, PAFAH1B3 inh -3, PAD4 inh -5, GSTO1 counter 4, PAFAH1B2 FP inh -1, LYPLA1 inh 1, PAFAH2 inh -9 and PME-1 primary -8.
Screening CCN1C(=O)[C@H]2[C@@H](c3ccc(C)cc3)N3C(=O)N(c4cccc(Cl)c4)C(=O)[C@@]3(CC)[C@H]2C1=O returned Fam108B inh -1, pPAFAH FP inh 8, PAFAH1B3 inh 3, PAD4 inh 0, GSTO1 counter 7, PAFAH1B2 FP inh 0, LYPLA1 inh -1, PAFAH2 inh 5 and PME-1 primary 6.
`Cc1ccc(O)c(NC(=O)C2CC(c3cccc(Br)c3)=NO2)c1` (stereo not drawn) gave Fam108B inh -5, pPAFAH FP inh 7, PAFAH1B3 inh 4, PAD4 inh 3, GSTO1 counter -4, PAFAH1B2 FP inh 1, LYPLA1 inh 0, PAFAH2 inh 6 and PME-1 primary 0.
Screening O=C(Nc1cc(Cl)cc(Cl)c1)C(c1ccccc1)N1CCCCC1 (stereo not drawn) returned Fam108B inh -12, pPAFAH FP inh -15, PAFAH1B3 inh 10, PAD4 inh -4, GSTO1 counter 1, PAFAH1B2 FP inh -1, LYPLA1 inh -14, PAFAH2 inh -1 and PME-1 primary -23.
`Cc1ccc(CC(=O)O/N=C(\N)c2ccncc2)cc1` gave Fam108B inh -2, pPAFAH FP inh -1, PAFAH1B3 inh 6, PAD4 inh 2, GSTO1 counter 7, PAFAH1B2 FP inh 0, LYPLA1 inh -2, PAFAH2 inh -5 and PME-1 primary 3.
Cc1ccc(-c2nc(S(=O)(=O)c3ccc(C)cc3)c(SCC(=O)NCC3CCCO3)o2)cc1 (stereo not drawn) was read as Fam108B inh -4, pPAFAH FP inh 6, PAFAH1B3 inh 4, PAD4 inh -1, GSTO1 counter -5, PAFAH1B2 FP inh 4, LYPLA1 inh -3, PAFAH2 inh -2 and PME-1 primary -3.
Cc1onc(C(=O)N2CCN(c3ccccc3F)CC2)c1-c1ccccc1Cl was read as Fam108B inh -3, pPAFAH FP inh 6, PAFAH1B3 inh 8, PAD4 inh 1, GSTO1 counter 2, PAFAH1B2 FP inh 6, LYPLA1 inh 0, PAFAH2 inh -3 and PME-1 primary -5.
COc1cc(NC(=O)c2cc(-c3cccs3)on2)cc(OC)c1OC was read as Fam108B inh 2, pPAFAH FP inh 8, PAFAH1B3 inh 12, PAD4 inh -10, GSTO1 counter -8, PAFAH1B2 FP inh -4, LYPLA1 inh 3, PAFAH2 inh -4 and PME-1 primary 8.
Screening CCN(C[C@H]1N[C@@](C)(C(=O)OC)[C@H]2C(=O)N(Cc3ccccc3)C(=O)[C@@H]12)C(=O)Nc1ccc(F)cc1 returned pPAFAH FP inh 2, PAFAH1B3 inh 5, PAD4 inh -1, PAFAH1B2 FP inh 5 and PAFAH2 inh 3.
Cc1cc2cc3c(cc2nc1SCC(=O)Nc1c(C)cccc1C)CCC3 was read as Fam108B inh 1, pPAFAH FP inh -2, PAFAH1B3 inh 6, PAD4 inh 2, GSTO1 counter 0, PAFAH1B2 FP inh -1, LYPLA1 inh -1, PAFAH2 inh -2 and PME-1 primary -1.
Cc1cc(C)c(NC(=O)CSc2nc(=O)n(CCN3CCOCC3)c3c2CCC3)c(C)c1 was read as Fam108B inh 2, pPAFAH FP inh 0, PAFAH1B3 inh 9, PAD4 inh 2, GSTO1 counter -2, PAFAH1B2 FP inh -1, LYPLA1 inh 0, PAFAH2 inh 5 and PME-1 primary 2.
`COc1cccc(C(=O)O/N=C(\N)c2ccc([N+](=O)[O-])cc2)c1` gave Fam108B inh -2, pPAFAH FP inh 5, PAFAH1B3 inh 0, PAD4 inh 5, GSTO1 counter -1, PAFAH1B2 FP inh 4, LYPLA1 inh 0, PAFAH2 inh 2 and PME-1 primary -6.
Screening Clc1cccc(CSc2ccc(-c3ccco3)nn2)c1 returned Fam108B inh 0, pPAFAH FP inh 9, PAFAH1B3 inh -2, PAD4 inh -3, GSTO1 counter 1, PAFAH1B2 FP inh -3, LYPLA1 inh -3, PAFAH2 inh 2 and PME-1 primary 1.
Screening CC1CCCN(C(=O)CSc2nnc(-c3ccco3)n2C)C1 (stereo not drawn) returned Fam108B inh -7, pPAFAH FP inh 6, PAFAH1B3 inh 0, PAD4 inh -4, GSTO1 counter -1, PAFAH1B2 FP inh 2, LYPLA1 inh 0, PAFAH2 inh 2 and PME-1 primary -7.
NNC(=O)C1=NOC2COC3(CCN(c4ncccn4)CC3)OCC12 (stereo not drawn) was read as Fam108B inh 4, pPAFAH FP inh 3, PAD4 inh 2, GSTO1 counter 3, LYPLA1 inh 1 and PME-1 primary -2.
`CCn1c(SCC(=O)c2ccc(Cl)cc2)nnc1-c1ccoc1C` gave Fam108B inh 2, pPAFAH FP inh 7, PAFAH1B3 inh 2, PAD4 inh 0, GSTO1 counter 15, PAFAH1B2 FP inh 9, LYPLA1 inh -2, PAFAH2 inh 3 and PME-1 primary -2.
CC(C)c1ccc(/C=C/C(=O)Nc2ccc(CN3CCOCC3)cc2)cc1 was read as Fam108B inh -5, pPAFAH FP inh 22, PAD4 inh -5, GSTO1 counter -4, LYPLA1 inh -2 and PME-1 primary -15.
For CNC(=O)CSc1nnc(-c2ccccc2F)n1CCc1ccccc1 the results were Fam108B inh 0, pPAFAH FP inh 3, PAFAH1B3 inh 0, PAD4 inh 0, GSTO1 counter 21, PAFAH1B2 FP inh 5, LYPLA1 inh 4, PAFAH2 inh 1 and PME-1 primary 1.
O=C(C(Cc1ccccc1)n1cccc1)N1CCN(C2CCCCC2)CC1 (stereo not drawn) was read as Fam108B inh 8, pPAFAH FP inh 2, PAFAH1B3 inh 1, PAD4 inh 6, GSTO1 counter 2, PAFAH1B2 FP inh 3, LYPLA1 inh 1, PAFAH2 inh -4 and PME-1 primary 1.
`Cc1ccc(NC(=O)Nc2cnccn2)cc1` gave Fam108B inh 1, pPAFAH FP inh -5, PAFAH1B3 inh -3, PAD4 inh -3, GSTO1 counter -2, PAFAH1B2 FP inh -7, LYPLA1 inh -3, PAFAH2 inh -4 and PME-1 primary -4.
For Cc1csc(SCC(=O)Nc2ccc(C)c(F)c2)n1 the results were pPAFAH FP inh 0, PAFAH1B3 inh 7, PAD4 inh 3, PAFAH1B2 FP inh 1, LYPLA1 inh -5, PAFAH2 inh 7 and PME-1 primary 2.
COc1ccc(C(CC(=O)O)c2ccc3c(c2)OCO3)cc1 (stereo not drawn) was read as Fam108B inh -4, pPAFAH FP inh 7, PAFAH1B3 inh 6, PAD4 inh 1, GSTO1 counter 1, PAFAH1B2 FP inh -1, LYPLA1 inh -6, PAFAH2 inh 4 and PME-1 primary -7.
For COc1ccc(CNC(=O)C(C)NC(=O)c2cc3ccccc3o2)cc1 (stereo not drawn) the results were Fam108B inh 13, pPAFAH FP inh 5, PAFAH1B3 inh 8, PAD4 inh 3, GSTO1 counter 15, PAFAH1B2 FP inh -1, LYPLA1 inh 2, PAFAH2 inh -2 and PME-1 primary -8.
For CCOC(=O)N1CCN(C(=O)c2ccc(C)c(S(=O)(=O)Nc3cccc(C)c3C)c2)CC1 the results were Fam108B inh 1, pPAFAH FP inh 11, PAFAH1B3 inh 5, PAD4 inh -2, GSTO1 counter 10, PAFAH1B2 FP inh 5, LYPLA1 inh 4, PAFAH2 inh 4 and PME-1 primary 6.
Screening S=c1[nH]nc(-c2cc(-c3ccccn3)nc3ccccc23)o1 returned Fam108B inh 4, pPAFAH FP inh 3, PAFAH1B3 inh 14, PAD4 inh -1, GSTO1 counter -15, PAFAH1B2 FP inh 6, LYPLA1 inh 2, PAFAH2 inh 9 and PME-1 primary 5.
For CCOC(=O)C(=O)N1c2ccccc2C(N(C(=O)C(=O)OCC)c2ccccc2)CC1C (stereo not drawn) the results were Fam108B inh 3, pPAFAH FP inh 5, PAFAH1B3 inh -2, PAD4 inh -2, GSTO1 counter 3, PAFAH1B2 FP inh 0, LYPLA1 inh -1, PAFAH2 inh 0 and PME-1 primary 0.
CCc1ccc(/C=N/NC(=O)c2nnn(-c3nonc3N)c2C(C)C)cc1 was read as Fam108B inh 0, pPAFAH FP inh -7, PAFAH1B3 inh -5, PAD4 inh 4, GSTO1 counter 4, PAFAH1B2 FP inh 5, LYPLA1 inh -1, PAFAH2 inh -4 and PME-1 primary 0.
`CCCC1O[C@@H]2CC3C4CCC5=CC(=O)C=C[C@]5(C)C4C(OC(C)=O)C[C@]3(C)[C@]2(C(=O)COC(C)=O)O1` (stereo partly drawn) gave Fam108B inh -2, pPAFAH FP inh -3, PAFAH1B3 inh -6, PAD4 inh -5, GSTO1 counter 1, PAFAH1B2 FP inh 1, LYPLA1 inh 1, PAFAH2 inh -1 and PME-1 primary -4.
For CCN(CC)C(=O)CSc1nnc(SC(C)C(=O)NC2CC2)s1 (stereo not drawn) the results were pPAFAH FP inh 0, PAFAH1B3 inh 3, PAD4 inh -2, PAFAH1B2 FP inh 4 and PAFAH2 inh 5.
`O=C(CN(Cc1ccc(F)cc1)C(=O)c1csnn1)NCc1ccccc1` gave Fam108B inh -2, pPAFAH FP inh 0, PAFAH1B3 inh 2, PAD4 inh 1, GSTO1 counter 1, PAFAH1B2 FP inh 0, LYPLA1 inh -7, PAFAH2 inh -10 and PME-1 primary 2.
Screening CCOc1ccc(Cc2nc(C)c(CC(=O)N3CCCCC3)c(=O)[nH]2)cc1 returned Fam108B inh -6, pPAFAH FP inh 3, PAFAH1B3 inh 1, PAD4 inh -2, GSTO1 counter 6, PAFAH1B2 FP inh 2, LYPLA1 inh 5, PAFAH2 inh 1 and PME-1 primary -5.
`O=C(N/N=C/c1cn(CC(=O)N2CCOCC2)c2ccccc12)c1cccnc1` gave Fam108B inh -3, pPAFAH FP inh 2, PAFAH1B3 inh 2, PAD4 inh -3, GSTO1 counter 4, PAFAH1B2 FP inh -3, LYPLA1 inh 1, PAFAH2 inh 3 and PME-1 primary 0.

Screens from PubChem BioAssay.
